Source: PubChem BioAssay
STK33 kinase inh = blocks human STK33 kinase activity. Q9BYT3. purified STK33, MBP phosphorylation, ADP-Glo luminescence. inhibition, % at 10 µM. 320,000 tested, 0.073% active. AID 2661;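 active means inhibition at or above 25%, using the most active replicate where run in duplicate; inactive means inhibition below 25%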
Target sequence (Q9BYT3 whole entry, looked up): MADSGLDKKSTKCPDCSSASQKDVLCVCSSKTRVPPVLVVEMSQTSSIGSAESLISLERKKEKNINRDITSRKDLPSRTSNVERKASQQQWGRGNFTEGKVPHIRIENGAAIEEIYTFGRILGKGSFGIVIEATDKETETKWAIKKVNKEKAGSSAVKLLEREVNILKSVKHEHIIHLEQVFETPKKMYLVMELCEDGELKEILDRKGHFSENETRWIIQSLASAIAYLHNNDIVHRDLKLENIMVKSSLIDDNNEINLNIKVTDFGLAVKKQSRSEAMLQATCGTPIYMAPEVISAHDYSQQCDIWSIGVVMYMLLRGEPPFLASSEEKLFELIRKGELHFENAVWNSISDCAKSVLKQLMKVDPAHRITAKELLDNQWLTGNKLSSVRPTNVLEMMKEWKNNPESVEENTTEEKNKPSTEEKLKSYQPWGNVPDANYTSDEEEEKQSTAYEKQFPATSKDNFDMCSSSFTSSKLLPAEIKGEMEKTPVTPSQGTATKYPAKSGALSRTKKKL
Kir21 inh = inhibitors of mouse Kir2.1 inward-rectifier potassium channel; P35561; B-score at 10 µM; AID 1672; 310,000 tested, 0.85% active; HEK293-Kir2.1, FluxOR thallium flux fluorescence; active compounds read low;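 active means fluorescence ratio B-score at or below minus 3 SD of library scores, with starting-brightness B-score within 2 SD, cut at about -4.2 in these data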;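 further: channel flux triggered by added potassium and thallium sulfate stimulus; B-score of peak minus minimum fluorescence over baseline after thallium stimulus; more negative B-score means stronger Kir2.1 block with less thallium influx; some compounds called inactive have numbers as strong as hits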
Target sequence (P35561 whole entry, looked up): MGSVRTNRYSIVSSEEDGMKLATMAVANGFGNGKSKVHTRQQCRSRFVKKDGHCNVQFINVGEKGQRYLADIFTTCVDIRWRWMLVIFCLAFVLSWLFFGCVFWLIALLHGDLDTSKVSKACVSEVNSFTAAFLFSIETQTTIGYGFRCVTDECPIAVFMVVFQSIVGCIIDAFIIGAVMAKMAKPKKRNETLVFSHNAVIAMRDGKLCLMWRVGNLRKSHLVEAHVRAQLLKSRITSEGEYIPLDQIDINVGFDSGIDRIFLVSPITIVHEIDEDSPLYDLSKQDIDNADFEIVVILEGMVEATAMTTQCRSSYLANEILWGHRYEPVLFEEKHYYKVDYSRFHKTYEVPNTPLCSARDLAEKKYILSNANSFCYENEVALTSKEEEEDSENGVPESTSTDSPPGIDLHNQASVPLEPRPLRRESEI
Numbers without * were called inactive; x = no result given.

STK33 kinase inh | Kir21 inh | canonical_smiles
-0.7 | 2.1 | O=C(Nc1ccccc1)NC1CCN(CCCN2C(=O)c3ccccc3C2=O)CC1
-0.7 | 0.1 | Cc1ccnc(N/C=C(/NC(=O)c2ccccc2)C(=O)NN)n1
x | 0.17 | Cc1onc(-c2c(Cl)cccc2Cl)c1C(=O)c1c[nH]c(C(=O)NCC2CCCO2)c1 (stereo not given)
x | 0.68 | Cc1ccc(S(=O)(=O)C(C#N)c2nc3ccccc3nc2N2CCC(C)CC2)cc1 (stereo not given)
-1.6 | -1.4 | CCOCCCn1c(=S)[nH]c2cc(C(=O)N3CCC(C(N)=O)CC3)ccc2c1=O
10 | 1.5 | CCS(=O)(=O)C1=NN2C(=N)/C(=C\c3ccc(OS(=O)(=O)c4ccccc4)cc3)C(=O)N=C2S1
-0.3 | 0.48 | CCOC(=O)C1=C(C)NC(=O)NC1c1ccc2c(c1)OCO2 (stereo not given)
-0.8 | 0.36 | O=C(CCc1nnc2n(Cc3ccccc3Cl)c(=O)c3ccccc3n12)NCCCN1CCOCC1
-1.3 | 2.1 | COc1ccc2cc3cc(C(=O)N4CCN(c5ccccn5)CC4)oc3nc2c1
-0.9 | 2.9 | COc1ccc(CC(=O)Nc2ccc3c(c2)OCO3)cc1S(=O)(=O)N1CCOCC1

Given in markdown: part of the list above
| Structure | STK33 kinase inh | Kir21 inh |
| --- | --- | --- |
| CCOCCCn1c(=S)[nH]c2cc(C(=O)N3CCC(C(N)=O)CC3)ccc2c1=O | -1.6 | -1.4 |
| CCS(=O)(=O)C1=NN2C(=N)/C(=C\c3ccc(OS(=O)(=O)c4ccccc4)cc3)C(=O)N=C2S1 | 10 | 1.5 |
| CCOC(=O)C1=C(C)NC(=O)NC1c1ccc2c(c1)OCO2 (stereo not given) | -0.3 | 0.48 |

Next section.
STK33 kinase inh | Kir21 inh | canonical_smiles
0.0 | 0.88 | O=C(NCCc1ccccc1)Nc1cccc(Cl)c1
0.4 | -0.57 | CCN(CC)C(=O)C1=C(C)NC(=O)NC1c1ccccc1F (stereo not given)
0.3 | 0.9 | O=C1CC2(CCCC2)Oc2ccc(F)cc21
-0.2 | 0.02 | O=C(O)CCNC(=O)C12CC3CC(CC(C3)C1)C2
-0.4 | -1.7 | O=C(CC1Oc2ccccc2NC1=O)NCCCN1CCN(Cc2ccccc2)CC1 (stereo not given)
x | 0.44 | Cc1ccc(C(=O)C2=C(O)C(=O)N(CCN3CCOCC3)C2c2ccccn2)o1 (stereo not given)
0.7 | -0.99 | CCOC(=O)C(C)Sc1nc2c(c(=O)[nH]c(=O)n2C)n1Cc1ccc(Cl)cc1 (stereo not given)
-1.1 | -0.4 | CC(=O)N(CCc1ccccc1)Cc1cc2ccc(C)c(C)c2[nH]c1=O
-1.5 | 1.1 | Cc1c(Cl)cccc1NS(=O)(=O)c1ccc(-c2ccc(=O)[nH]n2)o1
-2.5 | 0.47 | NS(=O)(=O)c1ccc(NC(=O)CSc2nc3ccccc3[nH]2)cc1
0.4 | -0.75 | Cc1ccc2nc(NS(C)(=O)=O)sc2c1
-0.2 | x | C[C@H]1CN([C@@H](C)CO)C(=O)c2cccc(NC(=O)C3CC3)c2O[C@H]1CN(C)CC1CCCCC1
-2.3 | 0.99 | NS(=O)(=O)c1ccc(NC(=O)c2ccc3c(c2)OCO3)cc1
-0.5 | 1.2 | O=c1c(C/C=C/c2ccccc2)c(O)ccn1Cc1ccc(Cl)cc1Cl
1.1 | -4.4* | COc1cc(/C=C(/C(=O)c2cccs2)c2nc3ccccc3[nH]2)ccc1O
-0.4 | -0.59 | COc1cccc(-c2nc(-c3ccc4c(c3)-c3ccccc3S4(=O)=O)c(-c3ccccc3)[nH]2)c1OC
-2.7 | 2.4 | CCOc1ccc(S(=O)(=O)NCCCN2CCOCC2)cc1
-0.4 | -0.64 | CCN(C(=O)COC(=O)c1ccc(C)c(S(=O)(=O)N2CCCCC2)c1)C1CCS(=O)(=O)C1 (stereo not given)
-1.8 | 0.86 | COc1ccc(-n2c(COc3cccc(C)c3)nnc2SCC(=O)O)cc1
0.4 | -0.49 | CC1(C)CC(=O)C(C2C3=C(CC(C)(C)CC3=O)Oc3ccc4ccccc4c32)C(=O)C1 (stereo not given)
-0.5 | 0.79 | COc1cc2c(cc1/C=C1/NC(=O)N(c3ccccc3)C1=O)OCO2
0.8 | -0.12 | O=C(CCN1C(=O)/C(=C/c2cccs2)SC1=S)Nc1ccccn1
-1.4 | -1.3 | CC1CCc2c(sc(NC(=O)CSc3nc4c(c(C(F)(F)F)n3)CCc3ccccc3-4)c2C(N)=O)C1 (stereo not given)
-7.2 | -0.91 | O=C1c2ccsc2SCCN1Cc1cccc(Cl)c1
0.3 | 0.23 | CC(=O)Nc1ccc(S(=O)(=O)N(CCCN2CCOCC2)Cc2cccs2)cc1
1.5 | 0.03 | Cc1oc(-c2ccc(-c3ccccc3)cc2)nc1CN(C)C1CCOC1 (stereo not given)
-2.1 | -0.64 | COc1ccccc1C(=O)N(Cc1ccccc1)c1ccc(C)cc1
-1.4 | -0.01 | [O-][n+]1onc2c1CCc1nnc(-c3ccccc3)cc1-2
-1.8 | x | CCCN(CC(=O)Nc1ccccc1C)C(=O)Cc1n[nH]c(=O)c2ccccc12
-0.5 | 0.72 | CCOC(=O)Cn1c(=NC(=O)c2ccc([N+](=O)[O-])s2)sc2ccccc21
-0.7 | 0.12 | OCc1cccc[n+]1Cc1ccccc1
-0.4 | 1.4 | O=C1CCN(Cc2ccccc2)CCN1CCO
-0.4 | 0.07 | C=CCOc1cccc(C(=O)N2CCCC(CNS(=O)(=O)c3cccs3)C2)c1 (stereo not given)
-1.6 | 1.6 | O=C(NCC1CCN(C(=O)c2ccc([N+](=O)[O-])cc2)CC1)c1ccc([N+](=O)[O-])cc1
-0.5 | -0.9 | O=C(Cn1cnc2ccccc21)Nc1ccc(SC(F)F)cc1
-0.4 | -1.1 | Cc1ccc(Cn2c(SCC(=O)N3CC(=O)Nc4ccccc43)nc3ccccc3c2=O)cc1
-0.1 | x | CC1(C)O[C@@H]2[C@H](O1)[C@@H](CO)O[C@H]2n1cnc2c(N)ncnc21
-0.4 | -2.5 | N#CC1=C(Nc2ccccc2)SC=C(c2ccc(Br)cc2)N=C1N1CCOCC1
2.0 | 1.5 | O=c1[nH]cccc1-c1nc2ccccc2n1Cc1cccc(F)c1
2.3 | x | Nc1c(Cl)ncnc1N/N=C/c1ccc2ccccc2n1
-1.0 | -0.4 | O=C(Nn1c(-c2ccc(Br)cc2)nc2ccccc2c1=O)c1ccc([N+](=O)[O-])cc1
8.9 | -0.47 | Cc1ccc(S(=O)(=O)N2CCOCC2)cc1N/N=C(\C#N)c1nc2ccccc2[nH]1
-0.3 | 0.6 | CC(C)CCN1CC(=O)N2Cc3[nH]c4ccccc4c3C[C@H]2C1=O
-0.5 | x | O=c1c2c3nc4ccccc4nc3n(-c3ccc4c(c3)OCCO4)c2ncn1C1CCCC1
1.0 | 3.8 | O=C(N/N=C/c1c[nH]c2ccccc12)c1cc(Br)ccc1O
0.3 | 0.84 | COc1ccc(/C=C2\Sc3ccc(C(=O)NCc4cccnc4)cc3N(C)C2=O)cc1OC
-1.1 | 0.89 | COc1ccc(CCN(Cc2cc3ccc(C)cc3[nH]c2=O)C(C)=O)cc1OC
-1.8 | -0.56 | S=c1nc[nH]c2c1sc1nc(-c3ccccc3)c3c(c12)CCCC3
-0.8 | -0.97 | CCS(=O)(=O)c1nc(S(=O)(=O)c2ccc(Cl)cc2)c(NCCCN2CCOCC2)s1
1.5 | 1.1 | CCOCc1nnc(NC(=O)c2ccc3c(c2)OCO3)s1

Additional results
STK33 kinase inh | Kir21 inh | canonical_smiles
1.3 | 0.33 | COc1ccc(NC(=O)CCS(=O)(=O)c2cccc3nonc23)c(OC)c1
0.1 | 0.82 | COc1cc(CN2CCN(CCCc3ccccc3)CC2CCO)cc(OC)c1 (stereo not given)
0.4 | 0.53 | CC1(C)CC(=O)c2c(O)c(-c3ccccc3)c(=O)n(-c3ccccc3)c2C1
-1.0 | 2.3 | O=C(Nc1ccnn1C1CCN(C(=O)c2ccc(F)cc2)CC1)C1CCOC1 (stereo not given)
-1.3 | 0.39 | CSc1sc(C(=O)NCC2CC2)c(-c2cccs2)c1C#N
-3.2 | 0.46 | CC(C)COc1ccc(C(=O)Nc2ccc(NC(=O)c3ccco3)c(Cl)c2)cc1
-1.1 | 0.01 | O=C(CC1CCCCC1)Nc1ccc(-c2ccc3nncn3n2)cc1
-1.0 | -0.26 | COc1ccc(Cn2c(O)c(C=Nc3ccc(O)cc3)c3ccccc3c2=O)cc1
-0.7 | -1.2 | COc1cc([C@H]2[C@@H]3CCCC[C@]3(O)CCN2Cc2ccccc2F)ccc1O
-0.2 | -1.3 | NCCNC(=O)Cn1c(=O)c2c3c(sc2n(Cc2ccccc2)c1=O)CCCC3
-0.7 | -0.4 | Cc1[nH]c2ccccc2c1NC(=O)CN1CCN(C(=O)c2ccco2)CC1
-0.3 | -2.1 | Cc1ccc(CCC(=O)Nc2ccc([N+](=O)[O-])cc2)o1
-0.5 | -0.97 | CC1Cc2ccccc2N1C(=O)CNCCCN(C)C (stereo not given)
2.4 | 1.3 | COc1cccc(Nc2ncccc2C(=O)Nc2ccccc2)c1
-0.6 | 0.52 | Cc1occc1C(=O)N/N=C/C=C/c1ccccc1
-1.5 | -2.9 | COc1cc(-c2nn3c(-c4ccccc4)nnc3s2)cc(OC)c1OC
-1.1 | 1.6 | C=CCNc1cc(=O)n(Cc2ccccc2)c(=O)[nH]1
-3.2 | -0.01 | Cc1cc(C)n(CCc2nc3c4ccccc4n(CC#N)c(=O)n3n2)n1
-0.5 | -0.41 | COc1cc(SC)ccc1C(=O)NCc1ccc(C)cc1
-1.1 | -0.08 | CC(=O)NN1C(=O)c2ccc(Oc3cccc([N+](=O)[O-])c3)cc2C1=O
-0.8 | -0.01 | CCCNc1c(NS(=O)(=O)c2c(F)c(F)c(F)c(F)c2F)c(=O)oc2ccccc12
4.0 | -0.03 | CS(=O)(=O)c1ccc(Cl)c(C(=O)NC2CCSc3ccccc32)c1 (stereo not given)
0.6 | 0.65 | COc1cc(CCC(=O)NCC2CCCO2)cc(OC)c1OC (stereo not given)
-0.3 | -1.2 | O=C(Nc1ccccc1)C12CC3CC(C1)CC(n1cnc([N+](=O)[O-])n1)(C3)C2
-3.3 | 1.1 | COc1ccccc1CCNC(=O)C(=O)NCC1OCCN1S(=O)(=O)c1ccc2c(c1)OCCO2 (stereo not given)
0.2 | -0.7 | COc1ccc(C2c3c(oc4ccccc4c3=O)C(=O)N2CCN2CCOCC2)cc1OC (stereo not given)
-1.4 | 0.61 | COc1ccc(-n2nc(C(=O)NCC(=O)NCCC3=CCCCC3)c3ccccc3c2=O)cc1
-1.6 | 1.7 | COc1ccc(C2C(C(=O)c3sc(C)nc3C)=C(O)C(=O)N2CCCn2ccnc2)cc1OC (stereo not given)
-0.4 | -2.1 | CCN(CC)c1c([N+](=O)[O-])c(=O)n(C)c2ccccc12
-0.6 | -0.75 | O=C1CC(=C2c3ccccc3-c3ccccc32)C(=O)N1CCCCN1CCN(c2ccccc2)CC1
-0.4 | -1.2 | O=c1[nH]c2ccccc2n1Cc1ccccc1
-1.6 | -1.2 | CCOC(=O)N1CCN(C(=O)C(CC(C)C)NC(=O)C2CCCCC2)CC1 (stereo not given)
-0.4 | 0.72 | CC(NC(=O)Cc1ccc(-c2ccccc2)cc1)c1ccccc1 (stereo not given)
-1.0 | -0.4 | Cc1cc(C(=O)CSc2nn3c(=O)c(C(C)(C)C)nnc3s2)c(C)n1-c1ccc(F)cc1
-1.3 | 0.03 | Cc1nn2c(N3CCCC3)c3c(nc2c1-c1ccccc1)CCC3
2.0 | -1 | O=C(Nc1ccc(N2CCN(c3ccc(C(F)(F)F)cn3)CC2)nc1)c1cccs1
3.5 | -1.6 | CSc1ncccc1C(=O)Nc1nc2ccc(F)cc2s1
-0.8 | -2.2 | CCC(C)OC(=O)C1=C(C)O[C@]23OC(N)=C(C#N)[C@]12C(=O)c1ccccc13 (stereo not given in full)
-1.0 | -0.98 | CC(=O)Nc1ccc(NC(=O)CCC(=O)OCC(=O)c2ccc(C)c([N+](=O)[O-])c2)cc1
-1.8 | 1.3 | CCn1c(=S)sc2c(=O)n(CC(=O)NCCCc3ccccc3)c(C)nc21

Next section; it opens with the 5 that closed the last part.
STK33 kinase inh | Kir21 inh | canonical_smiles
2.0 | -1 | O=C(Nc1ccc(N2CCN(c3ccc(C(F)(F)F)cn3)CC2)nc1)c1cccs1
3.5 | -1.6 | CSc1ncccc1C(=O)Nc1nc2ccc(F)cc2s1
-0.8 | -2.2 | CCC(C)OC(=O)C1=C(C)O[C@]23OC(N)=C(C#N)[C@]12C(=O)c1ccccc13 (stereo not given in full)
-1.0 | -0.98 | CC(=O)Nc1ccc(NC(=O)CCC(=O)OCC(=O)c2ccc(C)c([N+](=O)[O-])c2)cc1
-1.8 | 1.3 | CCn1c(=S)sc2c(=O)n(CC(=O)NCCCc3ccccc3)c(C)nc21
-1.9 | -0.6 | CC(C)CCNC(=O)C1CCCN(S(=O)(=O)c2ccc(F)cc2)C1 (stereo not given)
1.1 | 0.46 | Cc1ccc2oc(C(=O)N(CCO)Cc3ccccc3)c(C)c2c1
-2.7 | -0.64 | CC(=O)c1ccc(NC(=S)NCCCN2CCOCC2)cc1
-5.6 | 0.6 | O=C(O)c1cc(-c2ccco2)[nH]n1
-0.3 | x | O=C(COC(=O)C12CC3CC(CC(Br)(C3)C1)C2)Nc1c(F)cccc1F
-1.3 | -2.8 | COc1ccc(N2CCC(CNC(=S)Nc3cccc(C)c3)C2)cc1 (stereo not given)
-1.3 | -0.04 | CCOC(=O)c1cccc(P(C)(C)=O)c1
0.1 | 0.54 | CCn1c(C)cc(/C=C2/NC(=O)N(Cc3ccccc3F)C2=O)c1C
-0.9 | -0.45 | O=c1ccc(NS(=O)(=O)c2ccccc2Cl)cn1Cc1ccc(Cl)c(Cl)c1
-1.1 | -3.4 | O=C(Nc1ccccc1)C1Cc2ccccc2CN1C(=O)c1ccco1 (stereo not given)
-0.5 | 0.57 | Cc1cc(NC(=O)c2cc(-c3ccccc3)on2)no1
